EZH2 inh: inhibitors of human EZH2/PRC2 methyltransferase; Q15910; PRC2 H3K27 methylation, DELFIA TRF, 1 h; actives 0.35% (n = 57,000); AID 651548; inhibition, % at 12.5 µM;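 active = mean inhibition of replicates at least 50% and every single replicate also reaching 50%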;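 also: dimethyl H3K27 on biotinylated H3 21-44 peptide detected by antibody; plate controls were median neutral control wells for no effect and median positive control wells for full effect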
IDH1 R132H inh: inhibitors of human IDH1 R132H; O75874; IDH1 R132H reductase, diaphorase/resazurin fluorescence, 60 min; inhibition, % at 10 µM; actives 0.18% (n = 70,000); in the data active = inhibition above about 34%;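 also: 0% = DMSO and 100% = no enzyme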
Target sequence (O75874 whole entry R132H): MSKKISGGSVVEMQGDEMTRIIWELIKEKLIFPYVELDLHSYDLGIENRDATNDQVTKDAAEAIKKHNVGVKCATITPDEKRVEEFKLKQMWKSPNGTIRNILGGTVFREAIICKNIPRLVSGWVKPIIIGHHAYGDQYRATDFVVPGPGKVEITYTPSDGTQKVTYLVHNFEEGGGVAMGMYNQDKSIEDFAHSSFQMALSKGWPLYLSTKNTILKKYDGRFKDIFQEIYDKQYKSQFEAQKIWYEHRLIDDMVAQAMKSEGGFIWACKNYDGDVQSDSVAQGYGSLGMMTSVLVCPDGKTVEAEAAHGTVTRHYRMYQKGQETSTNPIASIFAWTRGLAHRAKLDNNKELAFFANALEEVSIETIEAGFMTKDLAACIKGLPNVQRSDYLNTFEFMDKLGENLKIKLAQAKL
Numbers without * were called inactive; nt = not tested or not shown. These rows are one share of the data; rates above refer to the full screens.

SMILES	EZH2 inh	IDH1 R132H inh
COCC(=O)N(C)C[C@@H]1Oc2cc(-c3ccc(C)cc3)ccc2S(=O)(=O)N([C@@H](C)CO)C[C@H]1C	-14	-1.8
C=C1C(=O)O[C@H]2C1[C@H](OC(=O)/C(C)=C/CO)C/C(C)=C\CC[C@@]1(CO)OC21 (stereo not given in full)	7	0.1
COC(=O)CCCCCCC(=O)N/N=C/c1ccco1	8	0.2
C/C=C/c1cccc(-c2nc(C(=O)NCc3ccc(OC)cc3)cc3c2[C@@H](CCO)N([S@](=O)C(C)(C)C)C3)c1	18	0.3
C[C@H]1CN([C@@H](C)CO)S(=O)(=O)c2ccc(-c3ccccc3F)cc2O[C@@H]1CN(C)Cc1ccncc1	33	4.3
CCNC(=O)N1CCN(CCCC(c2ccc(F)cc2)c2ccc(F)cc2)CC1	-19	-1.4
O=C(N[C@@H]1C=C[C@H](CC(=O)N2CCOCC2)O[C@H]1CO)c1ccccn1	0	-0.1
CC(C)NC(=O)N(C)C[C@H]1Oc2ccc(NC(=O)Cn3cnnn3)cc2CC(=O)N([C@H](C)CO)C[C@@H]1C	nt	0.1
CCCN1C[C@@H](C)[C@H](OC)CN(C)C(=O)c2cc(NS(=O)(=O)c3cn(C)cn3)ccc2OC[C@@H]1C	9	-0.2
O=C(CCCCCC(=O)Nc1ccccc1O)N/N=C/c1ccc(O)cc1	11	-0.2
Nc1cc(N)nc(SCc2cccnc2)n1	-3	-0.5
COc1ccc([Si](C)(C)[C@H]2[C@H](CCn3cc(CCO)nn3)O[C@@]3(C(=O)N(Cc4ccc(N5C(=O)c6cccc7cccc5c67)cc4)c4ccccc43)[C@@H]2C)cc1	15	0.0
COc1cc(CO)ccc1OCc1cccc(C(=O)O)c1	0	-1.1
COc1ccccc1-c1ccc2c(c1)O[C@H](CN(C)C)[C@@H](C)CN([C@@H](C)CO)S2(=O)=O	0	-0.5
C[C@@H]1CN([C@@H](C)CO)C(=O)Cc2cc(NS(=O)(=O)c3ccc(Cl)cc3)ccc2O[C@H]1CN(C)C(=O)NC1CCCCC1	nt	-0.6
C[C@H](CO)N1C[C@H](C)[C@H](CN(C)C(=O)Nc2ccccc2)Oc2ccc(NC(=O)Nc3ccccc3)cc2C1=O	1	-0.2
CC(=O)N(C)C[C@@H]1Oc2cc(C#CCC3CCCC3)ccc2S(=O)(=O)N([C@H](C)CO)C[C@H]1C	1	0.3
C[C@H](CO)N1C[C@H](C)[C@@H](CN(C)C(=O)c2ccccc2F)Oc2ncc(-c3ccccc3)cc2C1=O	1	-1.2
C=CCn1c(SCc2ccccc2C#N)nnc1-c1ccccc1O	-3	0.9
Cc1ccc(S(=O)(=O)NCC[C@@H]2CC[C@@H](NS(=O)(=O)c3ccccc3Cl)[C@H](CO)O2)cc1	-5	-0.4
Cc1ccc(S(=O)(=O)N(C)C[C@H]2Oc3ccc(NC(=O)NC4CCCCC4)cc3CC(=O)N([C@@H](C)CO)C[C@H]2C)cc1	-8	-0.4
C[C@@H]1CN([C@H](C)CO)C(=O)c2cc(NS(=O)(=O)c3cccs3)ccc2O[C@@H]1CN(C)S(=O)(=O)c1ccc(F)cc1	nt	-1.4
O=C(C[C@H]1CC[C@H](NC(=O)CN2CCOCC2)[C@@H](CO)O1)NC1CCC1	6	-0.4
C[C@H](CO)N1C[C@H](C)[C@@H](CN(C)C)OCCCC[C@H](C)Oc2ccc(NC(=O)CCCN(C)C)cc2C1=O	11	9.6
Cc1cc(Cl)ccc1NC(=O)CN(c1cccc(Cl)c1)S(C)(=O)=O	-11	-0.1

The list goes on; it opens with the six that closed the last part.
SMILES	EZH2 inh	IDH1 R132H inh
Cc1ccc(S(=O)(=O)NCC[C@@H]2CC[C@@H](NS(=O)(=O)c3ccccc3Cl)[C@H](CO)O2)cc1	-5	-0.4
Cc1ccc(S(=O)(=O)N(C)C[C@H]2Oc3ccc(NC(=O)NC4CCCCC4)cc3CC(=O)N([C@@H](C)CO)C[C@H]2C)cc1	-8	-0.4
C[C@@H]1CN([C@H](C)CO)C(=O)c2cc(NS(=O)(=O)c3cccs3)ccc2O[C@@H]1CN(C)S(=O)(=O)c1ccc(F)cc1	nt	-1.4
O=C(C[C@H]1CC[C@H](NC(=O)CN2CCOCC2)[C@@H](CO)O1)NC1CCC1	6	-0.4
C[C@H](CO)N1C[C@H](C)[C@@H](CN(C)C)OCCCC[C@H](C)Oc2ccc(NC(=O)CCCN(C)C)cc2C1=O	11	9.6
Cc1cc(Cl)ccc1NC(=O)CN(c1cccc(Cl)c1)S(C)(=O)=O	-11	-0.1
COc1cccc(NC(=O)N(C)C[C@H]2OCc3cnnn3CCCC(=O)N([C@H](C)CO)C[C@H]2C)c1	nt	-5.5
CCNC(=O)C[C@H]1CC[C@H](NC(=O)C2CC2)[C@H](CO)O1	5	0.2
C[C@@H]1CN([C@H](C)CO)S(=O)(=O)c2ccc(C#CCN(C)C)cc2O[C@H]1CN(C)S(=O)(=O)c1cccc(F)c1	-11	3.3
CO[C@@H]1CN(C)C(=O)c2cc(NS(=O)(=O)CC(F)(F)F)ccc2OC[C@@H](C)N(CC2CCCCC2)C[C@@H]1C	7	-0.1
COc1ccccc1-c1cnc2c(c1)C(=O)N([C@@H](C)CO)C[C@H](C)[C@@H](CN(C)CC1CCCC1)O2	nt	-0.1
C[C@H]1CN([C@@H](C)CO)C(=O)c2cc(-c3cccnc3)cnc2O[C@H]1CN(C)Cc1ccc(Oc2ccccc2)cc1	nt	-0.4
Cn1c(SCC(=O)N2c3ccccc3Sc3ccccc32)nnc1-c1ccccc1Cl	-16	2.9
CN(C)CC(=O)Nc1ccc2c(c1)[C@@H]1C[C@H](CC(=O)N(C)C)O[C@@H](CO)[C@@H]1O2	6	-1.8
Cc1ccc(N(CC(=O)Nc2cc(Cl)ccc2C)S(C)(=O)=O)c(C)c1	-15	0.1
COC(=O)CCCCCCC(=O)N/N=C/c1cc(OC)c(OC)cc1Br	9	nt
Cc1noc(C)c1S(=O)(=O)N(C)C[C@H]1OCCCC[C@@H](C)Oc2ccc(NC(=O)CCCN(C)C)cc2C(=O)N([C@@H](C)CO)C[C@H]1C	nt	0.6
Cc1noc(C)c1S(=O)(=O)N(C)C[C@@H]1Oc2c(NS(=O)(=O)c3cn(C)cn3)cccc2C(=O)N([C@H](C)CO)C[C@H]1C	nt	0.4
O=C(c1cccs1)n1nc(-c2ccccc2)nc1NCc1ccco1	21	0.2
O=C(C[C@H]1CC[C@H](NC(=O)CC2CC2)[C@H](CO)O1)NCc1ccc(-c2ccccc2)cc1	-7	-0.1
CS(=O)(=O)Nc1ccc2c(c1)[C@@H]1C[C@H](CC(=O)NCc3ccc(-c4ccccc4)cc3)O[C@H](CO)[C@@H]1O2	-13	-0.1
O=C(NCC[C@H]1CC[C@@H](NS(=O)(=O)c2cccc(Cl)c2)[C@H](CO)O1)c1cnccn1	-8	0.1
CO[C@H]1CN(C)C(=O)c2cc(NC(=O)c3ccc(F)cc3)ccc2OC[C@H](C)N(C(=O)CN(C)C)C[C@H]1C	-3	0.1
CCNC(=O)C[C@@H]1C=C[C@@H](NC(=O)C2CC2)[C@H](CO)O1	4	0.2
C[C@H](CO)N1C[C@H](C)[C@H](CN(C)S(=O)(=O)c2ccc(F)cc2)Oc2ncc(C#Cc3ccc(C(F)(F)F)cc3)cc2C1=O	nt	-1.0
C=C(CO)C(=O)O[C@H]1C[C@@]2(C)OC(=O)/C(=C/C)[C@@]23CC[C@@](C)(O)CC(=O)[C@@]1(C(=C)C(=O)OC)O3	nt	13
COc1ccc(NC(=O)N(C)C[C@@H]2OCc3ccccc3-c3c(n(C)c4ccccc34)C(=O)N([C@H](C)CO)C[C@@H]2C)c(OC)c1	-19	nt
COc1ccc(C2CC(=O)c3ccc(OC)cc3O2)cc1 (stereo not given)	0	-0.5
C[C@H]1CN([C@@H](C)CO)C(=O)c2cccc(NS(C)(=O)=O)c2O[C@H]1CN(C)Cc1ccc2c(c1)OCO2	1	0.4
COc1ccc(C(C)=O)cc1CSc1nc2cc(C)c(C)cc2[nH]1	-7	-1.4
CCOC(=O)CNc1nc2ccccc2n2cnnc12	0	-0.2

Copied from the list:
For IDH1 R132H inh, C[C@H]1CN([C@@H](C)CO)C(=O)c2cccc(NS(C)(=O)=O)c2O[C@H]1CN(C)Cc1ccc2c(c1)OCO2 is listed with 0.4
For IDH1 R132H inh, C[C@H](CO)N1C[C@H](C)[C@@H](CN(C)C(=O)c2ccccc2F)Oc2ncc(-c3ccccc3)cc2C1=O is listed with -1.2

The results go on:
SMILES	EZH2 inh	IDH1 R132H inh
O=C(Nc1cccc(F)c1)N[C@H]1CC[C@@H](CCn2cc(Cc3ccccc3)nn2)O[C@H]1CO	-3	-0.4
CC(C)=CCN[C@H](CO)c1ccccc1	2	nt
CCC(=O)N1C[C@@H](C)[C@@H](OC)CN(C)C(=O)c2ccc(NC(=O)c3ccccc3)cc2OC[C@H]1C	3	-0.1
C[C@@H]1CN([C@@H](C)CO)C(=O)Cc2cc(NC(=O)Nc3ccccc3)ccc2O[C@@H]1CN(C)Cc1ccccc1	-16	4.0
COc1ccc(S(=O)(=O)NCCc2ccc(OC)c(OC)c2)cc1Cl	-5	-0.1
COc1cccc(NC(=O)N[C@@H]2C=C[C@H](CC(=O)Nc3ccc(-c4ccccc4)cc3)O[C@H]2CO)c1	-4	0.5
C[C@H](CO)N1C[C@H](C)[C@@H](CN(C)C(=O)Nc2ccnc(N3CCOCC3)c2)OCc2ccccc2-c2ccccc2C1=O	4	-1.1
COc1ccc(CN(C)C[C@H]2Oc3ccc(NS(=O)(=O)c4ccc(OC)cc4)cc3CC(=O)N([C@H](C)CO)C[C@@H]2C)cc1	nt	0.0
C[C@@H]1CN([C@H](C)CO)C(=O)c2cc(NS(=O)(=O)c3ccc(F)cc3)ccc2O[C@@H](C)CCCCO[C@@H]1CN(C)CC1CCCCC1	nt	14
C[C@H](CO)N1C[C@H](C)[C@H](CN(C)S(=O)(=O)c2cn(C)cn2)OCCCC[C@H](C)Oc2ccc(NC(=O)CCCN(C)C)cc2C1=O	nt	-1.8
O=S(=O)(N[C@@H]1CC[C@@H](CCn2cc(-c3ccc(F)cc3)nn2)O[C@H]1CO)c1ccccc1F	-8	0.2
COCC(=O)Nc1ccc2c(c1)[C@H]1C[C@@H](CC(=O)NCc3ccc(Cl)cc3)O[C@@H](CO)[C@H]1O2	-17	-0.1
C[C@@H]1CN([C@@H](C)CO)C(=O)c2cc(N(C)C)ccc2O[C@H]1CN(C)Cc1ccc(C(F)(F)F)cc1	-13	-0.4
C[C@@H]1CN([C@H](C)CO)C(=O)c2cc(NS(=O)(=O)c3ccc(Cl)cc3)ccc2O[C@@H]1CN(C)Cc1ccc(C(=O)Nc2ccccc2N)cc1	-2	-0.2
Cc1ccc(-c2ccc3c(c2)O[C@@H](CN(C)C)[C@@H](C)CN([C@@H](C)CO)S3(=O)=O)cc1	-32	-1.3
CCC(=O)N(C)C[C@H]1Oc2cc(-c3ccc(C)cc3)ccc2S(=O)(=O)N([C@@H](C)CO)C[C@@H]1C	nt	2.7
Cc1noc(C)c1S(=O)(=O)N(C)C[C@@H]1OCc2ccccc2-c2ccccc2C(=O)N([C@@H](C)CO)C[C@H]1C	1	nt
C[C@@H]1CN([C@H](C)CO)C(=O)Cc2cc(NC(=O)Nc3ccccc3)ccc2O[C@@H]1CN(C)C(=O)Nc1ccccc1	14	-0.2
O=C(N[C@H]1C=C[C@@H](CC(=O)N2CCCCC2)O[C@@H]1CO)c1ccccn1	10	-0.1
CCOc1ccc(Oc2nc(NCC(C)C)nc(N(C)C)n2)nn1	9	0.2
O=C(CNC(=O)c1cn(-c2ccccc2)nc1-c1ccccc1)c1ccccc1	nt	0.0
COc1ccc2nc(Nc3nc(CSc4ccc(Cl)cc4)cc(=O)[nH]3)nc(C)c2c1	-10	0.0
COc1ccc(-c2cc(C(=O)OCc3ccco3)c3ccccc3n2)cc1OC	15	0.6
Cc1noc(C)c1NC(=O)Nc1ccc2c(c1)C(=O)N([C@@H](C)CO)C[C@@H](C)[C@H](CN(C)Cc1ccc(-c3ccccc3)cc1)O2	1	0.7
C[C@@H]1CN([C@H](C)CO)C(=O)Cc2cc(NC(=O)C3CC3)ccc2O[C@H]1CN(C)Cc1ccncc1	9	4.4

Compounds above that contain a thiophene ring, fused or not:
SMILES	EZH2 inh	IDH1 R132H inh
C[C@@H]1CN([C@H](C)CO)C(=O)c2cc(NS(=O)(=O)c3cccs3)ccc2O[C@@H]1CN(C)S(=O)(=O)c1ccc(F)cc1	nt	-1.4
O=C(c1cccs1)n1nc(-c2ccccc2)nc1NCc1ccco1	21	0.2

Next structures
SMILES	EZH2 inh	IDH1 R132H inh
C/C=C/c1ccc2c(c1)O[C@H](CN(C)C(=O)C1CCCCC1)[C@@H](C)CN([C@@H](C)CO)S2(=O)=O	14	3.1
C[C@H](CO)N1C[C@H](C)[C@@H](CN(C)C(=O)NC2CCCCC2)Oc2ccc(NC(=O)Cc3ccccc3)cc2C1=O	3	0.5
CC(C)NC(=O)N(C)C[C@@H]1Oc2cc(C#C[C@@H](C)O)ccc2S(=O)(=O)N([C@H](C)CO)C[C@H]1C	9	-1.7
O=C(CSc1nnc(-c2cccc(Cl)c2)n1-c1ccccc1)Nc1ccccc1-c1ccccc1	29	0.0
COc1ccc(NC(=O)N(C)C[C@H]2OCCCC[C@@H](C)Oc3ccc(NC(=O)NC4CCCCC4)cc3C(=O)N([C@@H](C)CO)C[C@H]2C)cc1	nt	-1.3
C[C@@H]1CN([C@@H](C)CO)C(=O)c2cc(NS(=O)(=O)c3cn(C)cn3)ccc2O[C@@H](C)CCCCO[C@H]1CN(C)C(=O)c1ccccc1	nt	0.0
COc1cc(O)cc(OC)c1/C=N/NC(=O)CCCCCCC(=O)Nc1ccccc1O	1	nt
C[C@H]1CN([C@@H](C)CO)S(=O)(=O)c2ccc(C#Cc3ccc(F)cc3)cc2O[C@H]1CN(C)C(=O)NC1CCCC1	nt	-0.7
COCC#Cc1ccc2c(c1)O[C@H](CN(C)Cc1cncnc1)[C@@H](C)CN([C@@H](C)CO)S2(=O)=O	3	-1.8
CCc1ccccc1NC(=O)CSc1nnc(-c2ccccc2)n1C	-22	0.5
